# GAA inhib: alpha-glucosidase (human) inhibition; Potency, µM (doses to about 76.9 µM), for inactives: top-dose activity change, negative = inhibition, hits mostly inhibitors; P10253; purified human GAA, 4-MU-alpha-glucoside fluorescence; 0.005% of 200,000 active;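 also: plate controls were uninhibited enzyme wells for no effect and no-enzyme background for full effect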
#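 AC50 values come from Hill fits of compound titrations (up to 77 uM) against 4 nM human enzyme. Substrate 4-methylumbelliferyl-alpha-D-pyranoside at 400 uM, pH 5.0 citrate buffer, 20 min room temperature; fluorescence Ex 365/Em 440 after alkaline stop.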
# GAA glycogen mod: GAA glycogen-cleavage inhibition or activation | AID 2100 | P10253 | recombinant GAA, glycogen substrate, Amplex Red glucose oxidase fluorescence | 0.38% of 300,000 active | Potency, µM (highest dose often 76.4 µM), inactives show at the highest dose activity change, negative = inhibition, hits mostly inhibitors;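 also: 0% = full enzyme reaction and -100% = no-enzyme basal signal; the screen sought inhibitors and activators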
#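 qHTS, 1536-well; enzyme 4 nM final; cpd up to 77 uM; substrate bovine liver glycogen 30 ug; 50 mM citrate/phosphate pH 5.0, 0.01% Tween-20; 37 C, 40 min; Amplex Red detection 45 min RT; Hill fit → AC50.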
# aGlu spleen mod: inhibitors or activators of human alpha-glucosidase in spleen homogenate; P10253; human spleen homogenate, 4-MU-alpha-glucoside fluorescence; Potency, µM (highest dose often 79.9 µM), for inactives: at the highest dose activity change, negative = inhibition, most hits filed as inhibitors; 0.006% of 240,000 active; AID 2112;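 also: 0% = enzyme with vehicle and -100% = no enzyme basal signal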
#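 Enzyme source: human spleen homogenate, 1 ug/well. Buffer 50 mM citric acid/K phosphate pH 5.0, 0.01% Tween-20. 4-MU-alpha-glucoside 1 mM; 37 C x 40 min; NaOH/glycine stop; fluorescence.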
# HTT ATP protect: protects HTT-Q103 PC12 cells, measured by ATP; Potency, µM (titrated, usually from 56.4 µM), for inactives: cytoprotection (ATP increase), usual class: activators; 0.14% of 230,000 active; PC12 HTT-Q103 induced, cytoprotection, ATP luminescence, 40 h; AID 1471;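 also: % of control where 0% means no effect; nearly all actives have a fitted effect of over 45% in size; toxic huntingtin expression switched on by the ecdysone agonist tebufenozide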
#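 PC12 cells with ecdysone-inducible HTT exon 1 Q103-GFP, induced with 100 nM tebufenozide and co-treated with library compounds in a dose series (1536-well, 1500 cells/well). Cytoprotection read as ATP content by ATPlite luminescence.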
# GoLoco inh red: RGS12 GoLoco-Gai1 interaction inhibition. Gai1:RGS12 GoLoco peptide FP, rhodamine, 10 min. Potency, µM (titrated, usually from 61.6 µM), for inactives: at the top dose activity, negative = inhibition, hits mostly inhibitors. 0.44% of 230,000 active. AID 880; active = well fitted inhibition curve with a large enough effect, not every such curve was filed as active; inactive = no such curve, though single readings can be large or run the other way; also: % is scaled to controls: 0 for no effect and ±100 for the full control effect; nearly all actives have a fitted effect of over 30% in size; many of its hits are not listed in these tables
# Target sequence (P63096 whole entry, looked up): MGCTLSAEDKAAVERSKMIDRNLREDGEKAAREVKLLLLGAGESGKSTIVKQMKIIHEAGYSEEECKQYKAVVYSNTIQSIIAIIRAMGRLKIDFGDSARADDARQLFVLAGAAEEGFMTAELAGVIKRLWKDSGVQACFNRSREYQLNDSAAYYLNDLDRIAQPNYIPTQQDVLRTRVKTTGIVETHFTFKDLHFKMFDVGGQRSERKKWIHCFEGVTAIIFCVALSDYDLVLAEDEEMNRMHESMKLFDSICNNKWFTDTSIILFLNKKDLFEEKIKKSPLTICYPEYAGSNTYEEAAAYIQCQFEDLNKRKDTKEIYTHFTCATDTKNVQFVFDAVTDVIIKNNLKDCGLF
# IMPase Li cell: IMPase inhibition in cells with lithium potentiation | CHO-M1 cells, IP1 TR-FRET (IP-One), carbachol + lithium | Potency, µM (titrated, usually from 59.4 µM), for the others: at the top dose activity, negative = IMPase inhibition, most hits filed as inhibitors | 0.35% of 210,000 active | AID 1457;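 also: IP1 builds up when IMPase is blocked and the TR-FRET signal falls; plate controls were basal vehicle for no effect and high inhibitor control for full effect; nearly all actives have a fitted effect of over 50% in size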
#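 Test compounds were applied to CHO-M1 cells previously cultured for 16–30 h at 2000 per well. A small lithium amount accompanied them; after 30 min at 37C, IP1 was quantified by TR-FRET.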
# HTT aggregate: reduces HttQ103-GFP aggregates in PC12 cells | PC12 HttQ103-GFP aggregates, Acumen cytometry, 40 h | Potency, µM (highest dose often 46.1 µM), inactives show top-dose activity change, negative = inhibition, most hits filed as inhibitors | 1.1% of 220,000 active; also: % is scaled to controls: 0 for no effect and ±100 for the full control effect; nearly all actives have a fitted effect of over 60% in size
#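 Quantitative HTS on tebufenozide-induced (100 nM) PC12 cells stably expressing polyQ103 Huntingtin exon 1–GFP. Reduction of bright GFP aggregates, detected by laser scanning cytometry after lysis, identified actives across the titration.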
# * hit, by the source's call; ? = inconclusive; . = no result given; [ ] = dose if it differs, or a comment. Unless noted, calls follow the shape of the dose curve; as a rule, active = well fitted curve in the direction sought with a large enough effect; inconclusive = small, poorly fitted or top-dose-only effect, or another doubt; inactive = no such curve, though single readings can be large; an effect the other way counts as inactive or inconclusive. Potency is read from the fitted curve at half-maximal effect. A portion of the library (hit frequency here may not be typical).
# The first five compounds, ahead of the listing:
No.	mol	HTT aggregate	IMPase Li cell	GoLoco inh red	GAA inhib
1	O=C(O)CCCN1C(=O)/C(=C/c2ccc(-c3nc4ccccc4s3)o2)SC1=S	17.7%	14.7%	58.2%[activator]	-2.5%
2	CC1=C(C(=O)OCc2ccccc2)C(c2cccnc2)c2c(n(C)c(=O)n(C)c2=O)N1 (centres undefined)	-12.6%	9.0%[38.3 µM]	4.7%	-1.3%
3	CNc1ccc(/C=C(\C#N)c2ccccn2)cc1[N+](=O)[O-]	-25.5%	-7.4%	126.1%[activator]	-1.5%
4	C=CCNC(=S)NNC(=O)c1cccc2ccccc12	-4.5%	-11.2%[38.3 µM]	2.4%	4.8%
5	CC1=C(C(=O)Nc2ccccc2)C(c2ccncc2)C(C#N)=C(SCC(=O)Nc2ccccc2)N1 (centres undefined)	12.4%	32.0%[38.3 µM]	-4.0%	-4.2%

No.	HTT ATP protect	GAA glycogen mod	aGlu spleen mod
1	25.9%[10 µM]	-2.8%	0.7%
2	-2.0%	?	-5.9%
3	-51.3%[inhibitor]	-13.4%	2.0%
4	19.2%	-10.5%	5.1%
5	-7.4%	-0.6%	0.8%

# The whole of this part, repeating the preview:
No.	mol	HTT aggregate	IMPase Li cell	GoLoco inh red	GAA inhib
1	O=C(O)CCCN1C(=O)/C(=C/c2ccc(-c3nc4ccccc4s3)o2)SC1=S	17.7%	14.7%	58.2%[activator]	-2.5%
2	CC1=C(C(=O)OCc2ccccc2)C(c2cccnc2)c2c(n(C)c(=O)n(C)c2=O)N1 (centres undefined)	-12.6%	9.0%[38.3 µM]	4.7%	-1.3%
3	CNc1ccc(/C=C(\C#N)c2ccccn2)cc1[N+](=O)[O-]	-25.5%	-7.4%	126.1%[activator]	-1.5%
4	C=CCNC(=S)NNC(=O)c1cccc2ccccc12	-4.5%	-11.2%[38.3 µM]	2.4%	4.8%
5	CC1=C(C(=O)Nc2ccccc2)C(c2ccncc2)C(C#N)=C(SCC(=O)Nc2ccccc2)N1 (centres undefined)	12.4%	32.0%[38.3 µM]	-4.0%	-4.2%
6	Cc1cc(C)n2ncc(/C(N)=N/OC(=O)c3ccccc3F)c2n1	0.6%[9.22 µM]	.	5.3%	.
7	COc1ccc(/C=N/NC(=O)c2ccc(-c3ccccc3)cc2)cc1O	-6.7%	-0.9%	8.9%	-7.2%
8	O=C1OC(c2ccc3c(c2)OCO3)N(C(=O)c2ccc(Cl)c(Cl)c2)c2ccccc21 (centres undefined)	-19.4%	29.7%[38.3 µM]	-6.7%	-3.7%
9	O=C(NCc1ccco1)C1OCCc2ccccc21 (centres undefined)	17.5%	4.8%	-2.2%	2.3%
10	CCNC(=S)N1CCCC(C(N)=O)C1 (centres undefined)	11.4%	-0.3%	2.7%	3.1%

No.	HTT ATP protect	GAA glycogen mod	aGlu spleen mod
1	25.9%[10 µM]	-2.8%	0.7%
2	-2.0%	?	-5.9%
3	-51.3%[inhibitor]	-13.4%	2.0%
4	19.2%	-10.5%	5.1%
5	-7.4%	-0.6%	0.8%
6	-10.6%[10 µM]	-6.2%	-1.9%
7	.	-1.5%	-0.9%
8	-45.4%[inhibitor]	-5.4%	-3.4%
9	-7.3%	4.3%	1.8%
10	.	12.9%	-2.4%

# The list continues:
No.	mol	HTT aggregate	IMPase Li cell	GoLoco inh red	GAA inhib
11	Cc1ccc(C)n1-c1sc2c(c1C#N)CCCC2	?	15.6%	10.6%	-3.0%
12	COc1cc(Cn2ccnc2)c(OC)cc1Cn1ccnc1	-13.5%	-1.2%[38.3 µM]	-1.1%	1.9%
13	COC(=O)Cc1ccc(OCC(=O)Nc2ccc(OC(F)(F)F)cc2)cc1	2.1%	1.6%	0.6%	1.1%
14	C=CCn1c(SCC(=O)NC(N)=O)nnc1-c1cc2c(s1)CCC(CC)C2 (centres undefined)	-4.0%	1.1%	8.1%	3.4%
15	COc1ccc(NC(=O)C(c2ccc(C)cc2)N(C)C(=O)Cc2cccs2)cc1 (centres undefined)	-2.7%	7.2%	33.2%[activator]	-8.9%
16	O=C(NCc1cccnc1)c1cccs1	.	7.4%	5.3%	14.3%
17	Cc1ccc(S(=O)(=O)CCc2nnc(NC(=O)COc3cccc(C)c3)s2)cc1	-9.6%	6.1%[38.3 µM]	9.0%	3.7%
18	O=C(Nc1ccc2oc(=O)ccc2c1)c1cccnc1	-11.7%	-8.6%	-0.4%	6.7%
19	OCCC1CN(Cc2ccccc2-c2ccco2)CCN1Cc1ccccc1 (centres undefined)	8.2%	.	10.8%	-4.5%
20	COc1cccc(/C=N/n2c(-c3cccs3)n[nH]c2=S)c1	-1.9%	-7.3%[38.3 µM]	-3.2%	?

No.	HTT ATP protect	GAA glycogen mod	aGlu spleen mod
11	19.7%[10 µM]	-19.8%	-1.7%
12	11.3%	-0.7%	5.9%
13	0.8%[10 µM]	4.0%	1.1%
14	18.0%[10 µM]	-7.2%	3.3%
15	5.5%[10 µM]	9.4%[76.3 µM]	?
16	.	7.0%	-2.5%
17	-2.5%	-4.9%	-8.9%
18	7.3%[10 µM]	-5.1%	-1.5%
19	-63.7%[inhibitor]	7.1%	-2.5%
20	-63.8%[inhibitor]	?	-11.8%

# Continued:
No.	mol	HTT aggregate	IMPase Li cell	GoLoco inh red	GAA inhib
21	O=C(CN1CCOCC1)Nc1ncc(Cc2ccccc2Cl)s1	-14.2%	3.5%	-4.5%	?
22	N#CCCn1c(=O)c(CCc2ccccc2)nc2cnc(N3CCOCC3)nc21	.	-26.5%	18.2%	.
23	Cc1[nH]nc2c1-c1nc3ccccc3nc1C(C)(C)C2	?	-18.0%[38.3 µM]	11.8%	?
24	CN1c2ccccc2C(C)(C)C12CC(c1ccc(Cl)c(S(=O)(=O)N3CCCC3)c1)=NO2 (centres undefined)	-11.0%	-0.6%	-0.3%	3.1%
25	O=C(O)C1CCCN1c1ncccc1[N+](=O)[O-] (centres undefined)	3.6%	-2.4%	-0.6%	-6.6%
26	CCc1cc2c(=O)n(Cc3ccco3)c(SCc3c(C)noc3C)nc2s1	-4.2%	39.8%[activator][38.3 µM]	2.9%	-8.9%
27	CCOc1ccc(Cc2c(Cl)nc(N)nc2Cl)cc1	27.4%	?	40.9%[activator]	-0.5%
28	COc1ccc(-n2nnnc2SCC(=O)N2CCN(C(=O)c3ccco3)CC2)cc1OC	-15.0%	-0.4%	-19.3%	5.1%
29	O=C(O)/C=C/C(=O)NCCNc1ncc(C(F)(F)F)cc1Cl	10.0%[9.22 µM]	9.9%	-1.3%	7.6%
30	CCOc1ncccc1C(=O)N1CCN(C(=O)c2ccccc2)CC1	4.9%	2.8%	-10.5%	3.2%

No.	HTT ATP protect	GAA glycogen mod	aGlu spleen mod
21	10.6%[10 µM]	9.4%	-4.6%
22	1.1%	.	7.1%
23	-14.1%	-7.5%	3.2%
24	.	0.2%	-0.6%
25	-35.3%	5.5%	3.3%
26	-26.0%[10 µM]	-4.8%	4.0%
27	-6.2%[10 µM]	-1.0%	-4.3%
28	-17.2%	5.6%	2.1%
29	-43.7%[inhibitor][1.9 µM]	17.4%	0.8%
30	-44.1%[inhibitor]	-4.4%	0.1%

# More records follow.
No.	mol	HTT aggregate	IMPase Li cell	GoLoco inh red	GAA inhib
31	CN1C=CC2=C(C#N)C(N)C(C#N)(C#N)C(c3ccccc3)C2C1 (centres undefined)	4.9%	14.7%[38.3 µM]	-0.7%	?
32	CCOc1ccc(CO/N=C/c2c(C)[nH]c(=O)[nH]c2=O)cc1	8.3%	-3.3%	10.1%	-12.1%
33	CCc1ccc(N2C(=O)C(Cl)=C(N3CCOCC3)C2=O)cc1	9.7%	-6.7%	-13.0%	1.4%
34	COc1cc(-c2nnc(CSc3nnc(Nc4ccc(C(C)C)cc4)s3)o2)cc(OC)c1OC	?	11.3%	9.1%	-1.9%
35	CC(C)NC(=O)c1cnc(Sc2ncc(C(F)(F)F)cc2Cl)n1C	1.5%[9.22 µM]	-9.9%[38.3 µM]	-4.0%	-7.6%
36	Cc1cc(C)cc(OCc2nnc(SCC(=O)c3ccccc3)o2)c1	19.6%	21.7%[38.3 µM]	10.9%	-7.3%
37	C=CCNC(=O)/C(=C/c1cn(-c2ccccc2)nc1-c1cccc([N+](=O)[O-])c1)NC(=O)c1ccccc1	31.7%	.	.	2.1%
38	O=C(c1cc(C(F)(F)F)cc(C(F)(F)F)c1)N1CCC2(CCN(Cc3nccs3)CC2)CC1	.	6.1%	-0.9%	.
39	CCn1c(SCC(=O)Nc2ccc(OC)cc2)nc2nc3c(cc2c1=O)COC(C)(C)C3	4.1%[9.22 µM]	.	7.4%	?
40	Cc1ccccc1OCC(=O)N/N=C/c1cn(Cc2ccccc2)c2ccccc12	1.1%	7.4%	-0.7%	0.6%

No.	HTT ATP protect	GAA glycogen mod	aGlu spleen mod
31	6.0%[10 µM]	-4.1%	6.7%
32	-28.6%	-0.6%	1.0%
33	-10.7%[10 µM]	4.2%	-15.9%
34	-0.5%[1.9 µM]	2.8%	0.9%
35	30.6%	9.6%	-0.9%
36	-18.6%[10 µM]	0.6%	-5.7%
37	14.8%[10 µM]	15.1%	-3.3%
38	21.5%	.	1.1%
39	-10.7%[10 µM]	3.4%	7.7%
40	-9.8%[1.9 µM]	-1.5%	-4.1%

# More records.
No.	mol	HTT aggregate	IMPase Li cell	GoLoco inh red	GAA inhib
41	CNC(=O)C(=O)NCC1OCCCN1S(=O)(=O)c1cccs1 (centres undefined)	-7.0%	-0.9%	5.4%	-19.2%
42	CCOC(=O)N1CCN(c2c(NCc3ccc(F)cc3)c(=O)c2=O)CC1	-19.5%[9.22 µM]	.	2.6%	.
43	O=C(c1cc(C(F)(F)F)cc(C(F)(F)F)c1)N1CCC2(CC1)CN(c1ccccc1)C2	.	-5.1%	-0.4%	.
44	COCc1cc(=O)[nH]c(Nc2nc3ccc(C)cc3o2)n1	-15.3%	4.4%[38.3 µM]	7.5%	-2.1%
45	CO/N=C/c1ccc(Sc2ccc(C)cc2)c([N+](=O)[O-])c1	8.3%	24.9%[38.3 µM]	6.5%	-13.7%
46	Cc1ccc(SCc2c(C(=O)N/N=C/C3CC=CCC3)nnn2-c2nonc2N)cc1 (centres undefined)	3.4%[9.22 µM]	.	2.8%	.

No.	HTT ATP protect	GAA glycogen mod	aGlu spleen mod
41	-20.7%[10 µM]	-5.5%	-2.7%
42	-30.8%[10 µM]	1.7%	0.6%
43	-9.4%	.	-5.0%
44	-18.6%[10 µM]	1.4%	-12.1%
45	-2.5%	1.2%	-12.6%
46	3.6%[10 µM]	-18.6%	0.0%

# Assay outcomes deposited in PubChem BioAssay by National Center for Advancing Translational Sciences (NCATS).
